GIRK2 activator: GIRK2 channel activators by thallium flux; P48051; HEK293 GIRK2/NPY4 cells, thallium flux fluorescence; activation (% efficacy), % for hits at 37.5 µM; 34,000 tested, under 10 active; AID 1259324;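 active means primary screen hit, no activity in plain HEK293 cells, and in GIRK2-only cells above 5% efficacy rising with concentration; inactive means the rest, including fluorescent compounds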;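 further: efficacy is normalized control-subtracted fluorescence 15 s after thallium addition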
Target sequence (P48051 whole entry, looked up): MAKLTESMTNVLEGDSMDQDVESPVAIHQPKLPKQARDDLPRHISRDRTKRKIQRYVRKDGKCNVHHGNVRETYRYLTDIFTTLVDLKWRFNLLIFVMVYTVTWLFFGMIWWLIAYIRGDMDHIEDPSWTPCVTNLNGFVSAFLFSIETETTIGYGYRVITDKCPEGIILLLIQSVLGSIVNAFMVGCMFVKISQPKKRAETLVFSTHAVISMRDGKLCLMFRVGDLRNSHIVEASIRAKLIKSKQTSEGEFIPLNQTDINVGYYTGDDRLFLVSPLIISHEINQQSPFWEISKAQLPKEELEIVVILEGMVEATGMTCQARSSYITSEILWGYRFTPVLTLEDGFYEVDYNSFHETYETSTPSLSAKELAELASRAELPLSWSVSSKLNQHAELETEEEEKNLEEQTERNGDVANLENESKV
Calls only; i = inactive. The list is partial; rates above refer to the full screens.

SMILES | GIRK2 activator
Cc1ccc(-n2ccnc2N2CCN(C(=O)c3ccccc3)CC2)cc1 | i
Cc1ccc(S(=O)(=O)N(Cc2ccc(C(F)(F)F)cc2)C(=O)N2CCN(C)CC2)cc1 | i
CCOc1ccc(-n2nnc(C(=O)NCc3ccccc3)c2N)cc1 | i
CS(=O)(=O)c1ccc(NC(=S)N2CCc3ccccc32)cc1 | i
O=S(=O)(c1cccnc1)N1CCC(c2nnc(-c3ccco3)o2)CC1 | i
O=C(Cc1ccc(Cl)cc1)N1CC(c2nc(-c3ccsc3)no2)C1 | i
COC(=O)c1ccc2c(=O)n(CC(=O)N3CCN(c4ccccc4OC)CC3)c(=S)[nH]c2c1 | i
COC(=O)Nc1ccc(CC(=O)NCc2cccs2)cc1 | i
COc1ccc(NC(=O)c2cc3c(=O)n(C)c(=O)n(C)c3s2)c(OC)c1 | i
O=c1c2cc(-c3cccs3)nn2ccn1Cc1nc(-c2ccccc2)no1 | i
CC(=O)Nc1ccc(S(=O)(=O)N2CCN(c3ccc(Cl)cc3)CC2)cc1 | i
COc1ccccc1CNC(=O)CSc1ccc(NC(=O)c2ccco2)nn1 | i
Cc1cc(C)cc(NC(=O)CSC2=NC(C)(C)Nc3ccccc32)c1 | i
CN(Cc1ccccc1)S(=O)(=O)c1ccc(-c2nc(C#N)c(N3CCCCCC3)o2)cc1 | i
CC(C)c1ccccc1NC(=O)CCc1csc(NC(=O)c2ccc(F)cc2)n1 | i
CCOC(=O)c1sc(NC(=O)C2CCCN(S(C)(=O)=O)C2)nc1-c1ccccc1 (configuration not stated) | i
Cc1cc(N2CCOCC2)nc(N2CCN(C(=O)c3cnccn3)CC2)n1 | i
CCOC(=O)C1=C(CS(=O)(=O)c2ccc(F)cc2)NC(=O)NC1c1cc(OC)ccc1OC (configuration not stated) | i
O=C(CS(=O)(=O)c1ccc(Cl)cc1)c1cc2cc(Cl)ccc2oc1=O | i
O=S(=O)(NCC1(O)CCOCC1)c1ccc2c(c1)CCCC2 | i
O=C(CCn1cnc2c(cnn2-c2ccccc2)c1=O)Nc1ccc2c(c1)OCO2 | i
Cc1ccc(Oc2ccc(N(C)C(=O)c3c(-c4ccccc4Cl)noc3C)cc2)nn1 | i
Cc1cc(C)n(CC(=O)NCc2ccc3c(c2)OCO3)c(=O)c1-c1nc(-c2ccc(Cl)cc2)no1 | i
Cc1ccc(C)c(NC(=O)c2ccc(=O)n(Cc3ccccc3Cl)c2)c1 | i

An excerpt from above in order of SMILES length, falling:
SMILES | GIRK2 activator
CN(Cc1ccccc1)S(=O)(=O)c1ccc(-c2nc(C#N)c(N3CCCCCC3)o2)cc1 | i
CCOC(=O)c1sc(NC(=O)C2CCCN(S(C)(=O)=O)C2)nc1-c1ccccc1 (configuration not stated) | i
O=C(CCn1cnc2c(cnn2-c2ccccc2)c1=O)Nc1ccc2c(c1)OCO2 | i
O=C(CS(=O)(=O)c1ccc(Cl)cc1)c1cc2cc(Cl)ccc2oc1=O | i
Cc1ccc(C)c(NC(=O)c2ccc(=O)n(Cc3ccccc3Cl)c2)c1 | i

Other structures.
SMILES | GIRK2 activator
COc1ccc(OC)c(COCC(O)CN2CCc3cc(OC)c(OC)cc3C2)c1 (configuration not stated) | i
O=C(Nc1ccc(-c2cn3ccsc3n2)cc1)Nc1ccc2c(c1)OCO2 | i
O=C(COc1cccc2ccccc12)NCCOc1ccc2nnc(-c3ccccc3)n2n1 | i
CCOC(=O)N1CCCSCC1CN1CCOCC1 (configuration not stated) | i
CS(=O)(=O)N1CCC(CNC(=O)Cc2ccccc2Cl)CC1 | i
CCN1C(=O)C(CC(=O)Nc2cccc(OC)c2)SC1=NS(=O)(=O)c1ccc(C)cc1 (configuration not stated) | i
CCOc1nn(CC)cc1-c1nnc(SCC(=O)Nc2cccc(C)c2C)n1C | i
N#Cc1cccc(C(=O)Nc2ccc(CC(=O)NCC(F)(F)F)cc2)c1 | i
COc1cn2c(cc1=O)C(=O)N(CCNC(=O)c1cccc(Cl)c1)CC2 | i
Cc1ccc(Nc2ccc(NS(=O)(=O)c3ccc(-c4csc(C)n4)s3)cc2)nn1 | i
O=C(Cc1cc(-c2cccs2)on1)Nc1ccc2c(c1)OCO2 | i
COc1cc(Cl)ccc1C(=O)NC1(c2nc(-c3ccsc3)no2)CCCCC1 | i
COc1cccc(-c2cc(CC(=O)Nc3ccc4c(c3)OCCO4)no2)c1 | i
COc1ccc(OC)c(-c2cc(C(=O)O)c3[nH]c(-c4ccccc4)nc3n2)c1 | i
COc1cc(NC(=O)N2CCN(CCn3cccn3)CC2)cc(OC)c1 | i
O=C(NC(c1ccccc1)c1ccccc1)N1CCN(CCn2ccnc2)CC1 | i
Cc1ccc(-c2ccc(=O)n(CCCC(=O)Nc3ccc(F)c(F)c3)n2)cc1 | i
CCOC(=O)CNC(=O)C1COCC(=O)N1Cc1ccccc1 (configuration not stated) | i
COc1cc(NC(=O)c2cc(-c3ccccc3)n[nH]2)c2ncccc2c1 | i
O=C(NCCn1nc(-c2ccco2)ccc1=O)c1nc(-c2cnccn2)no1 | i
Cc1nc(-c2ccccc2)sc1C(=O)OCC(=O)c1ccc(F)cc1 | i
COc1cc(OC)cc(C(=O)Nc2ccc3c(c2)CCC(=O)N3CC(C)C)c1 | i
CC(C)(C)NC(=O)N1CCC(CNC(=O)c2ccsc2)CC1 | i
O=S1(=O)CCC(n2nc(-c3ccc(Cl)cc3)cc2NS(=O)(=O)c2cnc[nH]2)C1 (configuration not stated) | i
Cc1c(C(=O)N2CCC(COCc3ccc(C#N)cc3)CC2)cnn1-c1ccccc1 | i
COc1ccc(NC(=O)CSc2ccc(NC(=O)c3cccs3)nn2)c(OC)c1 | i
COc1cccc(NC(=O)N2c3ccccc3CC2C(N)=O)c1 (configuration not stated) | i
CCOc1ccc(S(=O)(=O)NCC2CCN(C(=O)Oc3ccccc3)CC2)cc1F | i
COc1ccccc1Nc1nnc(CC(=O)N2CCN(c3ccccc3)CC2)s1 | i
Cc1ccc(S(=O)(=O)CCCC(=O)Nc2ccc(F)cc2F)cc1 | i
COc1cc(/C=C/C(=O)Nc2nnc(CC(C)C)s2)cc(OC)c1OC | i
CCc1ccc(NC(=O)NCCNc2cc(N3CCOCC3)nc(C)n2)cc1 | i
Cn1nc(CNC(=O)COc2ccc(Cl)cc2Cl)c2ccccc2c1=O | i
Cc1c(Cl)cccc1NC(=O)Cn1c(=O)n(Cc2ccco2)c(=O)c2oc3ccccc3c21 | i
CCOC(=O)Cc1csc(NC(=O)Cc2csc(Nc3ccc(F)cc3)n2)n1 | i
COc1ccc(S(=O)(=O)Nc2nc(C(=O)NCc3ccccc3)cs2)cc1 | i
COc1ccc(C)cc1S(=O)(=O)N1CCN(c2ccc(-c3cccs3)nn2)CC1 | i
CCOC(=O)c1sc(NC(=O)c2snnc2CC)c(C(=O)OCC)c1C | i
CC(C)c1nnc(C2CCN(C(=O)Nc3ccc(C(C)(C)C)cc3)CC2)o1 | i
Cn1cccc1C(CNC(=O)Nc1cccs1)N1CCOCC1 (configuration not stated) | i
C=CCNc1oc(-c2cccs2)nc1S(=O)(=O)c1ccccc1 | i
Cn1nc(C2CCCN(C(=O)c3ccsc3)C2)n(-c2ccccc2)c1=O (configuration not stated) | i
COc1ccccc1OCC(=O)Nc1ccc2c(c1)N(C(=O)C1CC1)CC2 | i
COc1ccc(-c2cn(CC(=O)Nc3cccc(C(C)=O)c3)nc2N2CCOCC2)cc1 | i
COc1nn(C)cc1C(=O)N1CCCC(c2nn(C)c(=O)n2-c2ccccc2)C1 (configuration not stated) | i
O=C1CCCN1CC1CCCNC1 (configuration not stated) | i
CCOC(=O)Cn1c(C2CC(=O)N(c3cc(Cl)ccc3OC)C2)nc2ccccc21 (configuration not stated) | i
Cn1nnc2c(N3CCN(CC(=O)NCc4ccccc4Cl)CC3)ncnc21 | i
CCCCOc1ccc(C(=O)Nc2cccc(-c3ccc(=O)n(C)n3)c2)cc1 | i
COc1ccc(-c2csc(-n3nc(C)cc3NC(=O)Cc3cccs3)n2)cc1OC | i
COc1ccc(-c2cc(N3CCC(C(=O)NCc4ccc5c(c4)OCO5)CC3)ncn2)cc1 | i
COc1ccc(Cl)cc1S(=O)(=O)NCC1(O)CCCC1 | i
COc1ccc(-c2ccc(=O)n(CC(=O)Nc3ccc(C)c(F)c3)n2)cc1OC | i
CCOc1ccc(S(=O)(=O)NC2CC(C)(C)NC(C)(C)C2)c(OCC)c1 | i
Cc1cccc(N2CCN(S(=O)(=O)CCNC(=O)c3cc4ccccc4o3)CC2)c1 | i
Cc1ccc(C)c(C(=O)NCC(O)c2cccn2C)c1 (configuration not stated) | i
Cc1ccc(NC(=O)Cc2cc(-c3cccs3)on2)cc1Cl | i
COc1ccc2sc(N(CCN3CCOCC3)C(=O)c3cc(Cl)sc3Cl)nc2c1 | i
COc1ccc(NC(=O)CCc2csc(NC(=O)c3ccc(F)cc3)n2)cc1OC | i
O=C(NCCCn1nc(-c2ccco2)ccc1=O)Nc1ccc(OC(F)(F)F)cc1 | i

The list goes on (seven carried over from the part before).
SMILES | GIRK2 activator
CCOc1ccc(S(=O)(=O)NC2CC(C)(C)NC(C)(C)C2)c(OCC)c1 | i
Cc1cccc(N2CCN(S(=O)(=O)CCNC(=O)c3cc4ccccc4o3)CC2)c1 | i
Cc1ccc(C)c(C(=O)NCC(O)c2cccn2C)c1 (configuration not stated) | i
Cc1ccc(NC(=O)Cc2cc(-c3cccs3)on2)cc1Cl | i
COc1ccc2sc(N(CCN3CCOCC3)C(=O)c3cc(Cl)sc3Cl)nc2c1 | i
COc1ccc(NC(=O)CCc2csc(NC(=O)c3ccc(F)cc3)n2)cc1OC | i
O=C(NCCCn1nc(-c2ccco2)ccc1=O)Nc1ccc(OC(F)(F)F)cc1 | i
O=S(=O)(Nc1ccc(Nc2cc(-n3ccnc3)ncn2)cc1)c1cc(F)ccc1F | i
O=C(CCCn1c(SCC(=O)NCC2CCCO2)nc2ccccc2c1=O)NCC1CCCO1 (configuration not stated) | i
COc1ccc(NC(=O)CSc2nc3ccsc3c(=O)n2CCO)c(OC)c1 | i
COC1CCN(S(=O)(=O)c2cccc(C(F)(F)F)c2)CC1 | i
Cc1c(Cl)cccc1S(=O)(=O)NCC(O)c1cccn1C (configuration not stated) | i
COc1ccc(NC(=O)C2CCCN(S(C)(=O)=O)C2)cc1 (configuration not stated) | i
CCCCN1C(=O)c2cccc3c(NC(=O)c4cc(C)no4)ccc1c23 | i
COc1ccccc1CCNC(=O)CCc1csc(NC(=O)c2ccc(F)cc2)n1 | i
O=C(c1ccc2c(c1)OCO2)N1CCCN(c2cc(-c3ccc4c(c3)OCO4)[nH]n2)CC1 | i
CCOc1ccccc1NC(=O)N1CCN(Cc2nc(-c3cccs3)cs2)CC1 | i
Cc1nc(Nc2ccc(NC(=O)C(C)C)cc2)cc(-n2cccn2)n1 | i
CNc1nn(CC(=O)Nc2cc(OC)cc(OC)c2)c(N)c1-c1nc(-c2ccc(C)cc2)no1 | i

Nothing new here: an excerpt of the list.
SMILES | GIRK2 activator
Cc1nc(Nc2ccc(NC(=O)C(C)C)cc2)cc(-n2cccn2)n1 | i
CNc1nn(CC(=O)Nc2cc(OC)cc(OC)c2)c(N)c1-c1nc(-c2ccc(C)cc2)no1 | i

Continuation:
SMILES | GIRK2 activator
O=C(Nc1nnc(CS(=O)(=O)c2ccccc2)o1)c1ccc2ncsc2c1 | i
O=C(NCC1CCN(c2ccccn2)CC1)NC(c1ccccc1)c1ccccc1 | i
CCCN(CCC)S(=O)(=O)c1ccc(C(=O)Nc2nnc(-c3cc(C)n(C)n3)o2)cc1 | i
COc1cccc2cc(C(=O)OCCN3CCOCC3)c(=O)oc12 | i
CCc1ccc(S(=O)(=O)NCCCn2nc(-c3ccco3)ccc2=O)s1 | i
COc1cccc(C(=O)Nc2ccccc2NC(=O)c2ccccn2)c1OC | i
COc1ccc(Cl)cc1NC(=O)Cc1cc(-c2cccs2)on1 | i
COc1ccccc1N1C(=O)CC(SCC(=O)Nc2ccccc2)C1=O (configuration not stated) | i
O=C(COc1ccc(Cl)cc1Cl)NCCCN1CCOC(c2ccccc2)C1 (configuration not stated) | i
CC(C)c1ccc(CC(=O)N(Cc2cccnc2)c2nc3ccc(F)cc3s2)cc1 | i
Cc1c(C(=O)NCCN(C)C)c(C(F)(F)F)nn1C1CCCN(C(C)C)C1 (configuration not stated) | i
Cc1nc2ccccn2c1C(=O)Nc1ccc2c(c1)N(S(=O)(=O)c1ccc(F)cc1)CCC2 | i
CCN1CCN(S(=O)(=O)CCNC(=O)c2ccc3ccccc3c2)CC1 | i
CCCN1CCCc2cc(CCNC(=O)c3ccco3)ccc21 | i
Cc1nnc(NC(=O)c2ccc(S(=O)(=O)Nc3ccc(OC(F)(F)F)cc3)o2)s1 | i
O=C(Nc1cccs1)Nc1ccccc1NC(=O)c1ccccn1 | i
COc1ccc(CC(=O)NCC(c2cccc3ccccc23)N2CCOCC2)cc1 (configuration not stated) | i
CC1CCN(c2nc3c(c(=O)[nH]c(=O)n3C)n2CC(=O)O)CC1 | i
CCCCOc1ccc(C(=O)NCCc2csc(C)n2)cc1 | i
O=C(C1CN(c2nc3c(C(F)(F)F)cccc3s2)C1)N1CCC2(CC1)OCCO2 | i
CC(C)(C)C(=O)N1CCc2ccc(NS(=O)(=O)Cc3cccc(Cl)c3)cc21 | i
O=C(Nc1ccc2c(c1)OCCO2)NC1(c2nc(-c3ccsc3)no2)CCCCC1 | i
CC(C)S(=O)(=O)c1ccc(CC(=O)NCC(O)(c2ccco2)C2CC2)cc1 (configuration not stated) | i
O=c1c2cc(-c3ccc(F)cc3)nn2ccn1Cc1nc(-c2cccc(C(F)(F)F)c2)no1 | i
CCn1ccnc1N1CCN(CC(=O)NCc2ccc(C)cc2)CC1 | i
O=C(CN1CCN(C(=O)c2ccccc2Cl)CC1)c1cccs1 | i
O=C(NCC1(O)CCOCC1)Nc1ccccc1C(F)(F)F | i
COc1cc(NC(=O)CCc2ccccc2)ccc1N1CCCC1=O | i
COc1cccc(-n2nnnc2SCC(=O)Nc2ccc(Cl)c(C(F)(F)F)c2)c1 | i
O=C(CCc1ccccc1)N1CCN(Cc2nc(-c3cccs3)cs2)CC1 | i
Cn1nnc2c(NN3CCOCC3)ncnc21 | i
COC(=O)c1ccc(C(=O)NCC2(c3cccs3)CCCC2)cc1 | i
COCCCNC(=O)CN1C(=O)c2ccccc2S1(=O)=O | i
CC(C)C(=O)NCCS(=O)(=O)N1CCN(CCc2ccccc2)CC1 | i

Assay outcomes: PubChem BioAssay, Vanderbilt University
